# Screening data (PubChem BioAssay)
# Mito fusion yeast – blocks mitochondrial division or promotes mitochondrial fusion; S. cerevisiae fusion-defective mutant growth rescue, CellTiterGlo 48 h; Potency, µM (highest dose often 46.1 µM), without a hit: at the highest dose growth rescue (activation), actives largely listed as activators; 320,000 compounds, 0.23% hits;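 note: potency is the fitted concentration of half-maximal effect; % of control where 0% means no effect; nearly all actives have a fitted effect of over 45% in size; temperature-sensitive fusion mutants such as fzo1-1 at 37 °C on non-fermentable ethanol glycerol medium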
#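 S. cerevisiae fusion-defective temperature-sensitive mutants (e.g. fzo1-1, mgm1-5) grown 48 h at 37C in YPEG (ethanol/glycerol non-fermentable) medium with 23 nl compound per well; growth rescue read as CellTiterGlo luminescence.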
# BCR signal inh – chronic active BCR signaling inhibition; 340,000 compounds, 0.05% hits; Potency, µM (top dose mostly 46.1 µM), for the others: at the highest dose ratio change, negative = lower green/red ratio, hits mostly inhibitors; AID 493014; ABC-DLBCL IkBa-CBG/CBR reporter, luminescence ratio, 4 h; active = well fitted inhibition curve with a large enough effect in the signal ratio, with a control signal flat, not every such curve was filed as active; inconclusive = small, poorly fitted or top-dose-only effect, or effect the other way, or a change in a side signal; the % refers to the signal ratio;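 note: potency is the fitted concentration of half-maximal effect; plate controls were basal doxycycline-induced cells for no effect and cells given 10 µM MG132 for full effect; MG132 reads +100%, hits lower the ratio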
#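 Concentration-response series (up to 46 uM) were applied to TMD8 dual-reporter cells for 4 h at 37C with doxycycline. Green/red ratio, after filter-overlap correction, defined %Activity; red signal alone was normalised to basal cells and zero luminescence.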
# TSG101-PTAP inh – blocks PTAP/TSG101 interaction to inhibit HIV-1 budding; Fluorescence polarization, FITC-PTAP peptide / Tsg101 binding; Potency, µM (top dose mostly 115 µM), without a hit: top-dose activity change, negative = inhibition, most hits filed as inhibitors; 340,000 tested, under 10 active; active = well fitted inhibition curve with a large enough effect in the main read-out, with a control signal flat, not every such curve was filed as active; inconclusive = small, poorly fitted or top-dose-only effect, or effect the other way, or a change in a side signal; inactive = no such curve, though single readings can be large or run the other way; note: potency is the fitted concentration of half-maximal effect; % of control where 0% means no effect
# Target sequence (Q99816 whole entry, looked up): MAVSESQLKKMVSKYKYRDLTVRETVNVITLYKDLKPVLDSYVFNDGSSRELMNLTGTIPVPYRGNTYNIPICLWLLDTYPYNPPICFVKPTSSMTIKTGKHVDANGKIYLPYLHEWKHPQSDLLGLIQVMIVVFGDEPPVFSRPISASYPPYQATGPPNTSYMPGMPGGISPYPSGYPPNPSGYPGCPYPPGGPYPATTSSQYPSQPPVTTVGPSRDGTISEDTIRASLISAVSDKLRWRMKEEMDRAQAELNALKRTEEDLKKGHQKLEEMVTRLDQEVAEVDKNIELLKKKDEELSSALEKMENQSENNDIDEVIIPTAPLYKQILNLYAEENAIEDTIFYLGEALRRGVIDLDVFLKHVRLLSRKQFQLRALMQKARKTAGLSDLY
#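 FP read-out: FITC-PTAP peptide, 50 nM final, binding Tsg101 binding domain, 10 uM final; 20 min, r.t.; 10 mM HEPES pH 7.5, 0.15 M NaCl, 0.01% Tween 20, 3 mM EDTA, 0.1 mM TCEP.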
# Eya2 phos inh – Eya2 (human) phosphatase inhibition; O00167; recombinant Eya2, OMFP fluorescence dephosphorylation (OMFP is methylfluorescein phosphate); Potency, µM (doses to about 76.9 µM), without a hit: top-dose activity, negative = inhibition, most hits filed as inhibitors; 330,000 compounds, 0.006% hits; AID 488837; note: potency is the fitted concentration of half-maximal effect; % is set by controls: 0 for no effect and ±100 for the full control effect
# Target sequence (O00167 whole entry, looked up): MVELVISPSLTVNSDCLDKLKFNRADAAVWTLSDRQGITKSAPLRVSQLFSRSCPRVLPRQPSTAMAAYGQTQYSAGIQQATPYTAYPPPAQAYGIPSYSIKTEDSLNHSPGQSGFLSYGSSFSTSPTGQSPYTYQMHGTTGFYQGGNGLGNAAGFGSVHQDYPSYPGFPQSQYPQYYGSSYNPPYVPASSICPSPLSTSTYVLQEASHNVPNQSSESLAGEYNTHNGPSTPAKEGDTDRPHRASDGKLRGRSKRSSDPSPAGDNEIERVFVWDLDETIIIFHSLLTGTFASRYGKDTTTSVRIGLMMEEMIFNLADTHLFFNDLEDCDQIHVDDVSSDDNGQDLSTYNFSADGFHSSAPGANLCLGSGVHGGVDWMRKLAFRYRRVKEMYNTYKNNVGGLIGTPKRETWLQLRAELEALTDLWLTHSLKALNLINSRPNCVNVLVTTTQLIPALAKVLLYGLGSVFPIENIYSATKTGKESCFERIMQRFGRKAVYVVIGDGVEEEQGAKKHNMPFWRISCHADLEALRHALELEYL
#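 Eya2 protein (added as 0.2 uM solution) was preincubated with compound for 10 min at ambient temperature in 50 mM HEPES pH 7.5, 50 mM NaCl, 5 uM MgCl2, 0.05% BSA, 1 mM DTT. OMFP (added at 50 uM) then reacted 10 min; fluorescence read at 485/525 nm.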
# B2AR arrestin – agonists driving beta-arrestin recruitment to human beta2-adrenergic receptor; P07550; beta-arrestin recruitment to beta2AR, cell-based reporter; Potency, µM (doses to about 46.1 µM), for inactives: at the highest dose activation, most hits filed as activators; 330,000 compounds, 0.02% hits; AID 492947;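 note: potency is the fitted concentration of half-maximal effect; 0% = DMSO controls and full agonism = EC100 isoproterenol or metaproterenol; nearly all actives have a fitted effect of over 65% in size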
# TCR activator – activates T cell receptor signaling. Potency, µM (series often up to 9.22 µM), without a hit: at the highest dose activation of IL-2 secretion, usual class: activators. primary human leukocytes, anti-CD3, IL-2 HTRF, 48 h. AID 504894. 330,000 tested, under 10 active; note: % of control where 0% means no effect
#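 Primary human leukocytes incubated 48 hr with anti-CD3 beads plus compound, without co-stimulation. Secreted IL-2 measured by HTRF (europium cryptate/d2 anti-IL-2 pair, 320 nm excitation, 665 nm emission).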
# ELG1 repair inh – inhibitors of ELG1-dependent DNA repair in HEK293T cells. Potency, µM (doses to about 46.1 µM), for inactives: at the highest dose activity change, negative = inhibition, usual class: inhibitors. 330,000 compounds, 2.3% hits. HEK293T ELG1-luciferase reporter, luminescence, 16 h; DNA damage induced by 5-fluorouridine; note: potency is the fitted concentration of half-maximal effect; % is set by controls: 0 for no effect and ±100 for the full control effect; nearly all actives have a fitted effect of over 55% in size
#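 Reporter activity after DNA damage by 5-fluorouridine is monitored. Compound-treated cells incubate 16 hr at 37 °C, then ONE-Glo is added for 30 min before luminescence reading.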
# USP2a inh – USP2a (human) protease inhibition | 330,000 compounds, 0.01% hits | AID 463254 | Potency, µM (series often up to 38.3 µM), without a hit: at the highest dose activity change, negative = inhibition, hits mostly inhibitors | USP2 core, Ub-CHOP2 coupled fluorogenic reporter, 485/531;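 note: potency is the fitted concentration of half-maximal effect; plate controls were DMSO wells for no effect and full inhibition by NEM control for full effect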
#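 Cell-free coupled assay: 10nM USP2 core preincubated 30min RT with compound in Tris-HCl pH 8.0/CaCl2/CHAPS buffer, then 25nM Ub-CHOP2 and 25nM reporter substrate; fluorescence (Ex 485/Em 531) read after 60min RT, normalized to NEM inhibition, concentration-response curves fitted.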
# Tb PFK block – blocks T. brucei phosphofructokinase. O15648. T. brucei PFK, ADP-Glo luminescence. Potency, µM (doses to about 57.5 µM), for the others: at the highest dose activity, negative = inhibition, actives largely listed as inhibitors. 330,000 compounds, 0.17% hits;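 note: potency is the fitted concentration of half-maximal effect; 0% = uninhibited 1x PFK enzyme wells and -100% = no-enzyme wells; nearly all actives have a fitted effect of over 60% in size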
#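 Luminescent ADP detection (ADP-Glo, two-step: ATP depletion then ADP-to-ATP conversion for luciferase) reported PFK activity after 45 min room-temperature reaction of 1.25 nM enzyme with 0.5 mM F6P and 0.1 mM ATP at pH 8.0.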
# TSHR antag – blocks TSH signaling through the human TSH receptor; activity change, negative = inhibition, % at 11.5 µM; TSHR-expressing cells, TSH-stimulated cAMP HTRF, 2 h; active compounds read low; 330,000 compounds, 0.2% hits; P16473;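 active = activity change below a set negative limit, meaning inhibition stronger than a set level, cut at about -70% in these data; inconclusive = activity change between two set negative limits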; note: % is set by controls: 0 for no effect and ±100 for the full control effect
#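 TSHR-expressing cells were treated with compounds, then stimulated with TSH at EC80 (4nM final) for 2 hours at 37 deg C. Cellular cAMP was measured by HTRF competition between lysate cAMP and cAMP-d2 for a cryptate-labelled anti-cAMP antibody.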
# uPA generation – inhibitors of cell surface uPA generation. cell surface uPA generation assay, qHTS. Potency, µM (top dose mostly 38.3 µM), for the others: at the highest dose activity change, negative = inhibition, usual class: inhibitors. 330,000 compounds, 0.31% hits. AID 540303; active = well fitted inhibition curve with a large enough effect; inconclusive = small, poorly fitted or top-dose-only effect; inactive = no such curve, though single readings can be large or run the other way; tested in mouse RAW 264.7 cells; note: potency is the fitted concentration of half-maximal effect; % is set by controls: 0 for no effect and ±100 for the full control effect; nearly all actives have a fitted effect of over 55% in size
# An asterisk follows results filed as active; u = inconclusive; x = not tested or not shown; [ ] = dose if it differs, or a comment. Unless noted, calls come from the whole dose curve; as a rule, active = well fitted curve in the direction sought with a large enough effect; inconclusive = small, poorly fitted or top-dose-only effect, or another doubt; inactive = no such curve, though single readings can be large; an effect the other way counts as inactive or inconclusive. Random draw from the library; any-hit rate near 3%.
SMILES,Mito fusion yeast,BCR signal inh,TSG101-PTAP inh,Eya2 phos inh,B2AR arrestin,TCR activator,ELG1 repair inh,USP2a inh,Tb PFK block,TSHR antag,uPA generation
CC(=O)Nc1ccc(NC(=S)NC(=O)/C=C/c2ccc(Cl)cc2)cc1,-4%,-2%,0%,8%,-0.2%,-4%,14%,3%,3%,2,-2%
CC1CN(C2CCN(C(=O)COc3ccc(Cl)cc3)CC2)CC(C)O1 (configuration not stated),9%,-5%,0%,8%,-0.9%,0%,5%,-1%,-12%,11,-6%
Cc1ccc(N2CC(C(=O)N3CCC(C(=O)NC(C)(C)C)CC3)CC2=O)cc1 (configuration not stated),-10%,2%,-6%,5%,-0.3%,5%,6%,0%,0%,6,-1%
O=C(NCc1ccc(C(F)(F)F)cc1)C1CC(c2c(Cl)cccc2Cl)=NO1 (configuration not stated),0%,1%,-6%,-3%,0.1%,4%,-7%,-6%,0%,6,-12%
COC(=O)c1ccccc1OCc1cccc(C)n1,1%,-1%,-4%,1%,0.0%,6%,4%,1%,-5%,-6,-1%
CC(=O)Nc1ccc(-c2ccc(NC(C)=O)c(O)c2)cc1O,1%,u,-3%,-11%,-0.2%,9%,u,-1%,-2%,0,15%
Cc1cc(C)nc(NS(=O)(=O)c2ccc(NC(=O)CSc3nc4ccccc4[nH]3)cc2)n1,-7%,-3%,-1%,-3%,-0.1%,-3%[46.1 µM],-4%,1%,2%,-1,-2%
O=C1Oc2ccccc2C(=O)/C1=C\N1CCN(c2ccccc2)CC1,-6%,u,-4%,8%,0.2%,2%,6%,2%,-15%,-9,-1%
O=C(NCCc1ccccc1)C1(S(=O)(=O)c2ccc(Cl)cc2)CC1,-4%,0%,-9%,2%,-0.5%,1%,-1%,1%,2%,-4,-3%
Cc1ccc(C(c2c(C)[nH][nH]c2=O)c2c(C)[nH][nH]c2=O)cc1[N+](=O)[O-],-1%,u,0%,0%,-0.8%,4%,16%,0%,11%,13,1%
CCN(c1ccccc1)S(=O)(=O)c1ccc(OC)c(NC(=O)Cc2ccc(OC)c(OC)c2)c1,13%,-2%,0%,-3%,4.0%,1%,18µM*,-5%,18%,13,14%
Cc1ccc2oc(=O)c3cc(C(=O)NCCN4CCc5ccccc5C4)sc3c2c1,5%,-14%,-6%,4%,-0.3%,4%,-3%,1%,3%,9,12%
CCOc1ccc(CNC(=O)C2CCN(S(=O)(=O)N3CCCC3)CC2)cc1OC,1%,-1%,-2%,0%,-0.6%,-37%,-2%,0%,-2%,-7,-15%
O=C(/C=C/c1ccccc1Cl)N(Cc1ccc(Cl)cc1)C1CCS(=O)(=O)C1 (configuration not stated),6%,u,-3%,-4%,0.1%,1%[46.1 µM],u,-7%,-1%,0,-4%
CC(C)C(NCc1c(Cl)cccc1Cl)C(=O)O (configuration not stated),-1%,u,-4%,-5%,-0.1%,x,3%,-1%,0%,9,x
O=C1OC(/C=C/c2ccc(Cl)cc2)=NC/1=C/c1ccco1,-4%,0%,-9%,-6%,-0.4%,3%[46.1 µM],0%,1%,10%,1,-1%
Cc1cc(=O)oc2cc(OC(C)C(=O)NCCCn3ccnc3)ccc12 (configuration not stated),-2%,-2%,-3%,5%,0.0%,2%,0%,2%,1%,-5,1%
Cc1ccccc1NC(=O)Cc1nc(COC(=O)C(NC(=O)c2ccccc2C)C(C)C)cs1 (configuration not stated),8%,-2%,1%,16%,0.2%,6%,11%,-2%,-2%,-2,3%
COCC1CCCN(C(=O)c2ccc(OC3CCN(Cc4ccccn4)CC3)cc2)C1 (configuration not stated),-10%,-1%,-2%,2%,-0.1%,0%,3%,3%,-4%,-1,4%
COc1ccccc1-c1ccc(SCc2ccc(F)cc2)nn1,-2%,u,-1%,-15%,0.1%,-4%,-7%,0%,1%,-15,3%
c1cncc(CNc2ncnc3ccc(-c4ccco4)cc23)c1,-4%,8%,x,-13%,-0.1%,x,x,-4%,u,12,x
NNC(=O)c1snnc1-c1ccccc1,0%,u,-3%,0%,-0.2%,-14%,-3%,-1%,-1%,-4,3%
O=C(CCc1ccccc1)Nc1cc(C(=O)O)cc(C(=O)O)c1,2%,-16%,-4%,0%,-0.9%,-15%,12%,3%,0%,9,-1%
O=C(N/N=C/c1ccccn1)c1cc(-c2ccc(Br)s2)[nH]n1,-8%,9%,0%,-5%,0.1%,2%,-9%,4%,4%,-2,5%
Cn1c(=O)c(C(=O)COc2ccc(C#N)cc2)c(N)n(Cc2ccccc2)c1=O,6%,-8%,1%,-12%,-0.2%,-1%,-12%,-2%,-1%,4,2%
O=C(CSc1nc(-c2cccs2)nc2cc(=O)[nH]n12)Nc1ccccc1F,3%,1%,x,-5%,-0.2%,x,x,1%,-12%,-19,x
Cc1ccc(S(=O)(=O)Nc2c(C)nn(C)c2C)cc1,0%,-11%,1%,-39%,0.0%,-2%,u,-1%,-3%,-5,5%
COc1ccc(S(=O)(=O)Nc2ccc3c(c2)C(=O)N([C@H](C)CO)C[C@H](C)[C@@H](CN(C)C(=O)Nc2c(C)noc2C)O3)cc1,x,1%,-3%,6%,0.0%,-8%,16%,0%,4%,-1,-9%
COCCN(Cc1ccccc1)C(=O)c1c(C)nn(-c2ccccc2)c1C,-2%,u,-5%,11%,0.0%,3%,8%,0%,2%,0,3%
O=C(C1CCN(S(=O)(=O)c2ccccc2F)CC1)N1CCc2ccccc21,8%,u,-3%,-5%,0.2%,-2%,u,0%,-4%,2,-11%
Cc1ccc(NC(=O)Nc2nnc(Cc3ccc(F)cc3)s2)cc1,4%,u,-6%,-20%,-0.2%,-3%,-3%,1%,-1%,0,4%
NC(N)=Nc1nc(C2COc3ccccc3O2)cs1 (configuration not stated),5%,0%,-2%,0%,-0.2%,1%[46.1 µM],u,0%,0%,-10,-4%
Cn1c(CN2CCCC(C(=O)c3ccc4c(c3)OCO4)C2)nc2ccccc21 (configuration not stated),-1%,-16%,0%,2%,-0.5%,x,-21%,2%,12%,21,1%
COc1ccc(COc2ccccc2C(=O)Nc2ccccn2)cc1[N+](=O)[O-],5%,-6%,1%,1%,-0.5%,6%[46.1 µM],0%,2%,1%,11,-9%
Clc1ccc(-c2nnc(-c3ccccc3)o2)cn1,-10%,u,-1%,7%,0.2%,-4%,u,0%,7%,-5,6%
CCOc1cc(-c2c(C)c(C)nc(N)c2C#N)ccc1O,15%,u,-1%,-4%,-0.6%,5%[46.1 µM],-8%,-5%,1%,5,-2%
Cc1ccc2nc(SC(C(=O)c3ccccc3)c3ccccc3)nc(C)c2c1 (configuration not stated),6%,0%,0%,10%,-1.7%,-16%[46.1 µM],-9%,0%,-6%,-20,-3%
COc1cc(/C=C(\C#N)C(=O)Nc2ccc3ccccc3c2)c([N+](=O)[O-])cc1OC,-12%,-4%,0%,3%,-0.3%,3%[46.1 µM],-1%,2%,0%,8,2%
CC(C)(C)C(=O)Nc1sc2c(c1C#N)CCN(Cc1ccccc1)C2,0%,12%,0%,7%,0.0%,8%,0%,2%,-2%,-8,-5%
O=c1cc(-c2ccccc2Cl)oc2c(NS(=O)(=O)c3ccccc3C(F)(F)F)ccc(O)c12,-2%,-3%,-4%,-6%,0.1%,-1%,u,-8%,-8%,-8,u
CS(=O)(=O)c1ccc(Cl)c(NC(=O)c2cc(=O)[nH]c3ccc(S(=O)(=O)N4CCOCC4)cc23)c1,-6%,0%,2%,20%,-0.1%,1%,18%,3%,2%,2,-2%
COc1cccc(CNC(=O)CN(C)S(=O)(=O)c2ccc3c(c2)CC(C)N3C(C)=O)c1 (configuration not stated),-3%,u,-2%,-7%,0.1%,1%,-2%,2%,-4%,-10,-2%
CCOc1ccc(NC(=O)c2sc3nc(N4CCOCC4)c4c(c3c2N)CCCC4)cc1,1%,4%,-1%,-1%,-0.3%,-8%,0%,3%,1%,-7,4%
COc1cccc(C(=O)NCCCN2CCN(CCCNC(=O)c3cccc(OC)c3)CC2)c1,2%,1%,-2%,-9%,5.9%,2%[46.1 µM],15%,0%,-5%,5,0%
